Screening data from PubChem.
GalR3 antagonist – GalR3 antagonists in HEK293 cells, primary screen, cell-based, fluorescence readout; HEK293 GalR3-CNG cAMP membrane potential fluorescence; galR3 body fused to GalR1 C-terminus; Galanin receptor type 3 (Homo sapiens), O60755; inhibition, % at 3 µM; hit rate 0.44% among 360,000;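 active means inhibition above the screen-wide average plus 3 SD, cut at about 13% in these data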;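 further: forskolin and galanin both at EC90 stimulate the cells; cAMP rise reported by CNG channel membrane potential dye signal; 0% = forskolin plus galanin with DMSO and 100% = forskolin alone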
Target sequence (O60755 1-299 limits assumed): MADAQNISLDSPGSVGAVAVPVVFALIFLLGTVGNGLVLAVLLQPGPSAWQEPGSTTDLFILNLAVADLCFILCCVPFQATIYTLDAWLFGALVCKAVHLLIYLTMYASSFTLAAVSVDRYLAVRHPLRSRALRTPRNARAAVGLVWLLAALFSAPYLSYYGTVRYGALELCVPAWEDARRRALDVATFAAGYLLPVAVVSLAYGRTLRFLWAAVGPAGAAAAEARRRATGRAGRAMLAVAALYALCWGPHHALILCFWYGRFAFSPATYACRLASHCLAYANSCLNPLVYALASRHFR
MEKK2 mut-MEK5 – MEK5 binding signal on mutant MEKK2 PB1, primary screen, biochemical, multiplex bead flow cytometry, Alexa488-MEK5; Alexa488-MEK5 binding to MEKK2 mutant; percent response, % at 10 µM; hit rate 0.35% among 290,000; in the data active means percent response above about 24%, passing the limit was not always enough; further: inactives centre near 1; some results filed as inactive read as strong as hits; reference of the scale not given here
MEKK2 WT-MEK5 – modulators of MEK5 binding to wildtype MEKK2, primary screen, biochemical, multiplex bead flow cytometry, Alexa488-MEK5; Mitogen-activated protein kinase kinase kinase 2 (Homo sapiens), Q9Y2U5; Alexa488-MEK5 binding to MEKK2 WT; actives lie on both sides; binding response (% of control), % at 10 µM; hit rate 1.1% among 290,000; AID 1531, 2009; in the data active means binding response below about 67% or above about 130%
PHOSPHO1 inh – PubChem AID 1565; Phosphoethanolamine/phosphocholine phosphatase (Homo sapiens), Q8TCT1; inhibition, % at 13.3 µM; recombinant PHOSPHO1, absorbance phosphatase assay; hit rate 1.1% among 290,000; in the data active means inhibition above about 60%
GPR7 antagonist – GPR7 receptor antagonists, primary screen, cell-based, fluorescence, single concentration | Neuropeptides B/W receptor type 1 (Homo sapiens), P48145 | GPR7-expressing cells, fluorescence antagonist assay | inhibition, % at 4.4 µM | hit rate 1.1% among 290,000 | AID 1861, 2009; in the data active means inhibition above about 16%, passing the limit was not always enough;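 further: cells stimulated with the agonist NPW; 0% = agonist with vehicle and 100% = vehicle without agonist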
Target sequence (P48145 whole entry, looked up): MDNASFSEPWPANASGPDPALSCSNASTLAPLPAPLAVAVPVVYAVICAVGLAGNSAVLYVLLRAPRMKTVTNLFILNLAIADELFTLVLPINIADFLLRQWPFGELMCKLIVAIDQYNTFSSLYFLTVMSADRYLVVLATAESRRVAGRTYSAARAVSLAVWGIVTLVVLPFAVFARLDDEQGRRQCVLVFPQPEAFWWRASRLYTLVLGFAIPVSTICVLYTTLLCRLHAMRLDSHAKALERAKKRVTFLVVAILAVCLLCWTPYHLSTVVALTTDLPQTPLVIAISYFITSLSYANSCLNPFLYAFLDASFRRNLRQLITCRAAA
NALP1 yeast inh – NALP1 inflammasome inhibitors in reconstituted yeast, colorimetric, S. cerevisiae, triplicate retest | hit rate 0.61% among 280,000 | AID 2071, 2009 | S. cerevisiae NALP1/ASC/caspase-1 growth, X-gal OD620, 72 h | inhibition, % at 10 µM; in the data active means inhibition mostly above about 24%, no sharp cut-off; inactive means mostly below about 32%; further: some compounds called inactive have numbers as strong as hits
MEKK3 PB1 HTS – modulators of MEKK3-MEK5 PB1 binding, primary screen, biochemical, wildtype MEKK3, multiplex bead flow cytometry, Alexa488-MEK5. Mitogen-activated protein kinase kinase kinase 3 (Homo sapiens), Q99759. bead-based flow cytometry, Alexa488-MEK5 binding to MEKK3; actives lie on both sides; 0 = blocked by unlabeled MEK5, 100 = vehicle. binding response (% of control), % at 10 µM. hit rate 1.4% among 290,000. AID 1529, 2009;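 active means binding response more than 3 SD above or below the average of its plate-row segment, actives on both sides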;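 further: Alexa488 bead fluorescence after subtracting the streptavidin-only scavenger bead signal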
OXTR agonist – human OXTR agonists, primary screen, fluorescence, CHO-OTR cells, Fluo-8 calcium; hit rate 0.32% among 320,000; AID 2435, 2010; Fluo-8 calcium fluorescence; normalized: DMSO 0%, oxytocin 100%; Oxytocin receptor (Homo sapiens), P30559; activation, % at 3 µM;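 active means activation above the mean of all tested compounds plus 3 SD, cutoff set per screening run, cut at about 20% in these data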;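 further: peak over basal fluorescence ratio from a 100 s FLIPR kinetic read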
Target sequence (P30559 whole entry, looked up): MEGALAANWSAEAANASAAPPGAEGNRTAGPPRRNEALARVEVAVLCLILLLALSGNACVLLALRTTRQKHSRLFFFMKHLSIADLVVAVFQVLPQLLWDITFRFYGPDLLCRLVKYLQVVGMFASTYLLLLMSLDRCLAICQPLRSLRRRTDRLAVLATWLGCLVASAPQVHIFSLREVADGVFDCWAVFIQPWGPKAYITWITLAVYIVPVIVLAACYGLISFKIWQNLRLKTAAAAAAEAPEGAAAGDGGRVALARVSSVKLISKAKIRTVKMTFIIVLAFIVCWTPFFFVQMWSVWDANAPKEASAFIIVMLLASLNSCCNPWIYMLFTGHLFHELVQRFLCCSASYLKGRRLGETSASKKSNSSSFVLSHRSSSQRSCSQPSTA
V1R ag counter – agonists of human V1a receptor, primary screen, counter-screen for OXTR agonist project, fluorescence, CHO-V1R cells; Vasopressin V1a receptor (Homo sapiens), P37288; activation, % at 3 µM; Fluo-8 calcium fluorescence, agonist mode; 0% DMSO, 100% 3 nM vasopressin; hit rate 0.25% among 320,000; AID 2797, 2010;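 active means activation above the mean activation of all tested compounds plus 3 SD, per screening run, cut at about 20% in these data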;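 further: signal is peak over basal fluorescence ratio across a 100 second FLIPR read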
* hit, by the source's call; · = no result given.

SMILES | GalR3 antagonist | MEKK2 mut-MEK5 | MEKK2 WT-MEK5 | PHOSPHO1 inh | GPR7 antagonist | NALP1 yeast inh | MEKK3 PB1 HTS | OXTR agonist | V1R ag counter
COc1cccc(-c2nnn(C/C(N)=N/O)n2)c1 | 8 | 1 | 107 | -20 | 10 | 6 | 97 | 0.1 | 0.2
CCOC(=O)N1CCC(N2CCN(S(=O)(=O)c3ccc([N+](=O)[O-])cc3)CC2)CC1 | -6 | -2 | 102 | -1 | -1 | · | 101 | 3.4 | 5.0
Cc1cc(C)c(S(=O)(=O)N2CCC(C(N)=O)CC2)cc1C | 1 | 1 | 101 | 5 | 9 | 15 | 95 | 1.1 | 0.4
CCOc1ccccc1N1CCN(C(=O)CNC(=O)c2ccccc2F)CC1 | -7 | 1 | 104 | 51 | -17 | -4 | 99 | 0.2 | 0.3
CCOC(=O)c1c(N)n(CCOC(=O)c2cccs2)c2nc3ccccc3nc12 | -5 | · | · | 2 | 24 | -4 | · | 5.3 | 5.4
CC(=O)OC(C(=O)n1nc(C)cc1C)c1ccccc1 (configuration not stated) | -3 | -6 | 100 | -22 | 1 | 13 | 100 | -2.0 | -0.9
N#Cc1ccccc1NC(=O)c1ccccc1OCC(=O)NCc1ccco1 | · | 6 | 100 | 28 | -6 | 17 | 102 | -0.8 | -0.8
O=C(NC(=O)c1ccccc1Cl)Nc1ccc(-c2cnco2)cc1 | -4 | 2 | 102 | 4 | -10 | 11 | 102 | -0.6 | 0.2
CCc1cc(C(=O)Cc2nc3ccccc3[nH]2)c(O)cc1O | -1 | 1 | 101 | 7 | -6 | -4 | 103 | -0.4 | -0.5
CC(C)S(=O)(=O)C1=NSC2=NC(=O)/C(=C\c3ccc(-c4ccccc4)o3)C(=N)N21 | -8 | -1 | 92 | -5 | 3 | 36 | 103 | 0.8 | 1.2
Cc1c(C(=O)O)sc2nc(SCC(=O)Nc3ccc(S(=O)(=O)NC(C)(C)C)cc3)[nH]c(=O)c12 | -1 | -3 | 104 | -2 | -5 | -10 | 113 | 0.8 | 0.5
COc1ccc(NC2CC(=O)N(c3cccc([N+](=O)[O-])c3)C2=O)cc1 (configuration not stated) | -1 | 3 | 100 | -5 | -2 | 18 | 101 | 1.8 | 0.0
O=C(NCc1ccccc1Cl)c1ccc(Cn2cc(C(F)(F)F)ccc2=O)cc1 | -4 | 1 | 101 | 65* | 7 | 1 | 103 | 2.7 | 2.4
Cc1ccc(NS(=O)(=O)c2ccc3c(c2)N(C)CCO3)cc1 | -12 | 1 | 103 | 49 | -8 | 17 | 104 | 5.3 | 4.3
COc1ccc(C(=O)Nc2ccc(S(=O)(=O)Nc3nccnc3OC)cc2)cc1OC | 7 | · | · | 14 | -6 | 31 | · | 0.1 | 1.5
CN1C(=O)CC(N2CCN(C(c3ccccc3)c3ccccc3)CC2)C1=O (configuration not stated) | -6 | 0 | 100 | -11 | -9 | 6 | 100 | -0.7 | 0.3
O=C(NC(=S)NC(c1ccccc1)c1ccncc1)c1ccccc1 (configuration not stated) | -7 | 1 | 98 | 16 | -8 | 25 | 99 | -2.0 | -0.1
CCOCc1cc(C)[nH]c(=O)c1C#N | 1 | -23 | 83 | 36 | -9 | 13 | 96 | -0.3 | -0.3
Cc1cc(C)c(S(=O)(=O)c2ccccc2C)c(Cl)n1 | -5 | 3 | 99 | 20 | -3 | -4 | 99 | -1.7 | -0.3
Nc1ccc(-c2cc(-c3ccc(N)cc3)nc(-c3ccccc3)n2)cc1 | 1 | -1 | 90 | -16 | 9 | 14 | 73 | 1.6 | 2.5
Cc1cccc(C)c1OCC1CNC(=O)O1 (configuration not stated) | -9 | -1 | 101 | 24 | -4 | 16 | 101 | 0.2 | 1.6
Cc1csc(NC(=O)c2ccc(Cl)cc2[N+](=O)[O-])n1 | -7 | -11 | 84 | 9 | -8 | 10 | 89 | 0.7 | 0.2
CCOC(=O)N1[C@@H]2C=C(C)[C@@H]2[C@@H]2[C@@H](C)C(=O)N21 | -12 | -4 | 100 | -3 | -3 | 15 | 96 | 1.2 | 0.7
COC(=O)C1=C(N)Oc2cc(C)n(Cc3cccnc3)c(=O)c2C1c1cc(OC)ccc1OC (configuration not stated) | -3 | 2 | 108 | -6 | 1 | 19 | 106 | 0.2 | 0.8
CCOC(=O)c1c(NC(=O)CC)sc(C(=O)N2CCCCC2)c1C | -6 | -2 | 98 | -1 | -11 | -1 | 91 | -0.9 | -0.3
The list goes on.
SMILES | GalR3 antagonist | MEKK2 mut-MEK5 | MEKK2 WT-MEK5 | PHOSPHO1 inh | GPR7 antagonist | NALP1 yeast inh | MEKK3 PB1 HTS | OXTR agonist | V1R ag counter
CCOC(=O)N1CCC(N2CCCC(C(=O)c3ccccc3OC)C2)CC1 (configuration not stated) | -4 | 1 | 102 | 40 | -13 | -4 | 103 | -0.1 | 0.5
[O-]c1c[n+](-c2ccc(-[n+]3cc([O-])on3)cc2)no1 | 0 | -4 | 99 | -81 | 6 | 24 | 105 | 0.3 | -0.3
CSc1nc(Cl)c(Cc2ccc(OC(C)C)cc2)c(N(C)C)n1 | 2 | 5 | 100 | -12 | 2 | 32 | 92 | -2.1 | 1.0
O=C(NCc1ccco1)c1cccc(S(=O)(=O)N2CCOCC2)c1 | -7 | -1 | 98 | 7 | 2 | 14 | 98 | 0.9 | 0.4
COC(C[C@@H]1O[C@@H]1[C@@H](O)COCc1ccccc1)OC | -2 | 5 | 98 | 31 | · | · | 106 | · | ·
Cc1cccc(OCc2nnc(SCC(=O)NC3CCCCC3)n2C)c1 | -10 | -3 | 102 | 16 | 6 | 17 | 98 | -1.7 | -0.1
Cc1cccc(NC(=O)CSc2nnc(CNC(=O)c3cccs3)o2)c1C | 1 | -3 | 93 | -15 | 3 | 6 | 86 | -0.4 | 0.0
CCC1CCCCN1CCCNC(=O)CS(=O)(=O)Cc1nc(-c2cccc(OC)c2)oc1C (configuration not stated) | 2 | 17 | 140* | 16 | -10 | 5 | 109 | -0.3 | -0.2
CC12CCCCC1c1ccccc1C(=NCC(=O)O)N2 (configuration not stated) | -3 | -2 | 97 | 13 | -2 | 3 | 100 | 0.1 | 0.5
Cc1ccc(/C=C2\SC(=S)N(CCC(=O)NNC(=O)c3cccnc3)C2=O)cc1 | 3 | 8 | 99 | -4 | -7 | 10 | 99 | 9.8 | 5.0
O=C(CSc1ccsc1[N+](=O)[O-])N1CCCCC1 | -1 | -3 | 90 | -17 | -15 | 10 | 97 | -0.7 | 1.4
Cc1cc(NC(=O)CSc2ncnc3sc(C)c(C)c23)no1 | -3 | 3 | 88 | 16 | 1 | 1 | 90 | 0.6 | -0.1
CCCCc1nc2ccccc2c(N)c1CCC (tested in a mixture with another compound) | -3 | 1 | 109 | -21 | 5 | 31 | 125 | 1.4 | 5.0
COc1cccc(C(=O)Nc2c[nH]c(=O)[nH]c2=O)c1 | -3 | -9 | 80 | 4 | -4 | · | 85 | 0.1 | 0.6
Cn1nc(C(=O)NC2=NCCS2)ccc1=O | -2 | 2 | 106 | 28 | 4 | 0 | 105 | 0.6 | 1.2
COc1cc(C)c(C(C)C)cc1S(=O)(=O)NCCCn1ccnc1 | -3 | 4 | 113 | -12 | -3 | 15 | 106 | -0.3 | 3.8
Cc1cc(C(=O)Nc2c(C)n(C)n(-c3ccccc3)c2=O)c2ccccc2n1 | -2 | 6 | 113 | 15 | -2 | 28 | 108 | -0.1 | 0.6
CCN(CC)C(=O)CSc1nnc(CCCCCNC(=O)OC(C)(C)C)o1 | -2 | -5 | 93 | 16 | -9 | 16 | 92 | 0.9 | -0.3
C#Cc1ccc([C@H]2C=C(C(=O)NCc3nc4ccccc4[nH]3)O[C@@H](OCc3ccc(CO)cc3)C2)cc1 | -3 | 0 | 95 | · | · | · | 96 | -0.2 | 0.1
CN(C)CCn1c(C(=O)Nc2ccccc2)cc2ccccc21 | -12 | 13 | 117 | 9 | -1 | 8 | 110 | -0.2 | -0.2
CCOc1cc(/C=C2/C(=O)ON=C2C)cc(Br)c1O | -7 | 7 | 106 | 20 | -12 | 28 | 102 | 0.5 | 0.3
Cc1csc(NC(=O)C2CCN(S(=O)(=O)c3cccs3)CC2)n1 | -4 | -2 | 95 | 32 | 9 | 8 | 97 | 6.8 | 3.1
Cc1nc2nc3c(c(=O)n2[nH]1)CCCC3 | 2 | 2 | 105 | 31 | 2 | 21 | 102 | -0.9 | 0.8
Cc1ccc2sc(N(CCN(C)C)C(=O)/C=C/c3cccs3)nc2c1C | -3 | 16 | 151* | 28 | 3 | 11 | 107 | 5.1 | 3.1
O=C(C1CC1)N(Cc1nc2ccccc2c(=O)[nH]1)Cc1cccs1 | 0 | 7 | 110 | 48 | -19 | · | 112 | -0.5 | -0.3
(more compounds)
SMILES | GalR3 antagonist | MEKK2 mut-MEK5 | MEKK2 WT-MEK5 | PHOSPHO1 inh | GPR7 antagonist | NALP1 yeast inh | MEKK3 PB1 HTS | OXTR agonist | V1R ag counter
O=[N+]([O-])c1ccc(Sc2cc[n+]([O-])c3ccccc23)c([N+](=O)[O-])c1 | -2 | 3 | 97 | 42 | -18 | -5 | 100 | -0.7 | -0.8
CCOc1ccccc1NC(=S)N1CCN(c2nc(-c3ccc(F)cc3)cs2)CC1 | -7 | -2 | 101 | 41 | -7 | 8 | 103 | -1.0 | -0.9
O=C1OCc2ccc(NC(=O)c3sccc3Cl)cc21 | 15* | 2 | 96 | 18 | -11 | · | 101 | 0.2 | 0.2
Cc1ccc(NC(=S)N2CCCC(c3nc4ccccc4[nH]3)C2)cc1 (configuration not stated) | -4 | -8 | 92 | -1 | 8 | 3 | 92 | -1.3 | 0.1
Fc1ccc(-n2cnnn2)c(F)c1 | 0 | 0 | 97 | -1 | 9 | 12 | 97 | 0.0 | -0.1
Cc1c(CCC(=O)N[C@@H](CC(C)C)C(=O)O)c(=O)oc2c(C)c3oc4c(c3cc12)CCCC4 | -10 | 7 | 111 | 32 | -11 | 23 | 106 | -0.7 | 1.1
CCn1c(NCc2ccccn2)nc2c1c(=O)n(C)c(=O)n2C | -4 | -10 | 93 | -3 | -12 | 8 | 98 | 1.2 | -0.4
O=C1/C(=C/c2ccccn2)SC(=S)N1c1ccc(O)cc1 | -6 | 0 | 98 | 22 | -9 | · | 96 | -0.5 | -0.3
CNC(=O)CSc1nc2ccccc2c(=O)n1-c1cc(OC)ccc1OC | -2 | 1 | 109 | 48 | -10 | · | 106 | -0.6 | 0.1
COc1ccc(C(=O)N2CCN(c3nc(C4CC4)nc4sc(C)c(C)c34)CC2)cc1 | -11 | 4 | 99 | 35 | -8 | 14 | 101 | -2.1 | -0.5
O=c1[nH]sc2ccccc12 | -6 | -9 | 90 | 12 | -5 | 6 | 99 | · | ·
O=C(Cc1ccccc1)NNC(=O)C1CCCC1 | -7 | -3 | 96 | 9 | 5 | 6 | 97 | -0.1 | 0.7
O=C(Cc1cccs1)NCc1ccc(Cl)cc1Cl | -4 | 11 | 103 | 35 | -13 | 22 | 102 | -2.2 | -0.8

An unsorted share of the library. About 5.4% of those tested had a hit in this group.
